# ELG1 genotoxic: qHTS screen for small molecules that induce genotoxicity in human embryonic kidney (HEK293T) cells expressing luciferase-tagged ELG1; HEK293T ELG1-luciferase reporter, luminescence, 16 h; Potency, µM (series often up to 46 µM), for the others: at the highest dose activity change, positive = activation, usual class: activators; 330,000 tested, 1.3% active; AID 504466, 2011; further: potency means the concentration at half of the fitted maximal effect; % of control where 0% means no effect; nearly all actives have a fitted effect of over 60% in size
#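 Reporter readout depends on ELG1 protein level, which increases with genetic stress. After 16 hr compound exposure at 37 °C, luciferase activity was quantified using ONE-Glo.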
# Gal4-VP16 FLuc: VP16 counterscreen qHTS for inhibitors of ROR gamma transcriptional activity. Drosophila S2 Gal4-VP16 UAS-luciferase, luminescence, 20 h. Potency, µM (series often up to 53.6 µM), without a hit: at the highest dose activity, negative = inhibition, actives largely listed as inhibitors. 310,000 tested, 3.5% active. AID 2546, 2010;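 further: Gal4-VP16 expression switched on by copper sulfate through the metallothionein promoter; potency means the concentration at half of the fitted maximal effect; on the % scale 0 is the no-effect control and ±100 the full control effect; nearly all actives have a fitted effect of over 50% in size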
# Tb PFK block: qHTS Assay to Find Inhibitors of T. brucei phosphofructokinase | ATP-dependent 6-phosphofructokinase (Trypanosoma brucei brucei), O15648 | T. brucei PFK, ADP-Glo luminescence | Potency, µM (top dose mostly 57.5 µM), for inactives: top-dose activity, negative = inhibition, actives largely listed as inhibitors | 330,000 tested, 0.17% active | AID 485367, 2010;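 further: potency means the concentration at half of the fitted maximal effect; 0% = uninhibited 1x PFK enzyme wells and -100% = no-enzyme wells; nearly all actives have a fitted effect of over 60% in size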
# Target sequence (O15648 whole entry, looked up): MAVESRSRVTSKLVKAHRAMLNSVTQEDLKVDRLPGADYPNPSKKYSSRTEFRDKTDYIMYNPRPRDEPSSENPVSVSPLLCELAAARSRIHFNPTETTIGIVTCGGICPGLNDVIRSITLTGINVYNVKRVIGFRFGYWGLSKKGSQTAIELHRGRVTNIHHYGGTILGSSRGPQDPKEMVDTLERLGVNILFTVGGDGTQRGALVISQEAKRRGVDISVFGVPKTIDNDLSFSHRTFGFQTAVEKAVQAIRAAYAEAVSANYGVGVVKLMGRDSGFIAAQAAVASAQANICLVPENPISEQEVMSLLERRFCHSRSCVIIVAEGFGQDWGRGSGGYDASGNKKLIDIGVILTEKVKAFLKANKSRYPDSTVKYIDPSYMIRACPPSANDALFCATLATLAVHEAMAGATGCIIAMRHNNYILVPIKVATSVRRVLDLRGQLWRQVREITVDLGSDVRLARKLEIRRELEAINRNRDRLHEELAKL
#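 Luminescent ADP detection (ADP-Glo, two-step: ATP depletion then ADP-to-ATP conversion for luciferase) reported PFK activity after 45 min room-temperature reaction of 1.25 nM enzyme with 0.5 mM F6P and 0.1 mM ATP at pH 8.0.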
# NPC1 promoter act: qHTS Assay for NPC1 Promoter Activators | Huh7 NPC1 promoter luciferase reporter, 24 h | Potency, µM (highest dose often 9.22 µM), without a hit: at the highest dose activation, hits mostly activators | 320,000 tested, 2.4% active | AID 485313, 2010;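 further: potency means the concentration at half of the fitted maximal effect; % of control where 0% means no effect; nearly all actives have a fitted effect of over 60% in size; reporter is driven by a mutant NPC1 promoter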
#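 In 1536-well qHTS, Huh7 cells harboring an NPC1 promoter–luciferase construct received compound for 24 h; activation was quantified by luminescence following luciferase reagent addition.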
# Coupling enz: qHTS Assay for Inhibitors of Fructose-1,6-bisphosphate Aldolase from Giardia Lamblia: Coupling assay counterscreen; coupling enzyme system counterscreen, AmpLite Red fluorescence; activity change, negative = inhibition, % at 58.2 µM, hits read low; 290,000 tested, 0.67% active; AID 2472, 2010; in the data active means activity change below about -30%; further: on the % scale 0 is the no-effect control and ±100 the full control effect
#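 Coupling enzymes only (glyceraldehyde-3-phosphate) + compound, at 57.5 uM final, 10 min RT; add substrate/coupling/AmpLite Red mix, 20 min RT; fluorescence ex 525/em 598 nm. Actives flag coupling-system interference.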
# FLuc modulator: qHTS profiling assay for firefly luciferase inhibitor/activator using purifed enzyme and Km concentrations of substrates (counterscreen for miR-21 project); Potency, µM (series often up to 57.5 µM), inactives show at the top dose activity change, negative = inhibition, actives largely listed as inhibitors; AID 588342, 2011; Luciferin 4-monooxygenase (Photinus pyralis), P08659; 360,000 tested, 6.9% active; purified FLuc, Km substrates, luminescence inhibition;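 further: potency means the concentration at half of the fitted maximal effect; plate controls were vehicle for no effect and reference inhibitor for full effect; nearly all actives have a fitted effect of over 55% in size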
#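 Purified P. pyralis luciferase, 10 nM final, with Km-level 10 uM D-luciferin and 10 uM ATP in 50 mM Tris acetate pH 7.5, 10 mM Mg acetate, 0.01% Tween-20, 0.05% BSA; 6-point qHTS titration about 60 µM downward; luminescence read.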
# RORgamma inh: qHTS for inhibitors of ROR gamma transcriptional activity. Drosophila S2 Gal4-RORgamma UAS-luciferase reporter, 20 h. Potency, µM (series often up to 53.6 µM), inactives show at the top dose activity change, negative = inhibition, usual class: inhibitors. 310,000 tested, 5.4% active. AID 2551, 2010; further: potency means the concentration at half of the fitted maximal effect; on the % scale 0 is the no-effect control and ±100 the full control effect; nearly all actives have a fitted effect of over 60% in size
# Target sequence (P51450 whole entry, looked up, the tested form may be a part): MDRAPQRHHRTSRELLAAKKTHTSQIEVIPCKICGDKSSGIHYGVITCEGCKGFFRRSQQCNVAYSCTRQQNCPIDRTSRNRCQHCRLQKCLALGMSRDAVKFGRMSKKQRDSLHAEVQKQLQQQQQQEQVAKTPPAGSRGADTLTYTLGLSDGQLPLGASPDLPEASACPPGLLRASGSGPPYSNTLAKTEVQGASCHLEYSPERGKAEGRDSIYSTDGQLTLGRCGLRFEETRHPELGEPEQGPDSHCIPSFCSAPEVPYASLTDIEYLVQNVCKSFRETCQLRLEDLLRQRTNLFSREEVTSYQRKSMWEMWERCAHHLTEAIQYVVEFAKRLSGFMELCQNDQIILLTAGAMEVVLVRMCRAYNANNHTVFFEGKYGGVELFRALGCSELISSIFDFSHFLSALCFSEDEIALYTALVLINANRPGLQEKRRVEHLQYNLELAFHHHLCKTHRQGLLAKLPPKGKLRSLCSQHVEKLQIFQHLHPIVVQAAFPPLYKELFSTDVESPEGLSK
#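 Using a luciferase readout, inhibitors were identified by reduced reporter activity in Drosophila cells coexpressing a copper-inducible Gal4–ROR gamma fusion and UAS-driven Photinus luciferase, incubated 20 hr after 700 uM copper sulfate.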
# Rab9 prom act: qHTS Assay for Rab9 Promoter Activators | Huh7 Rab9 promoter-luciferase reporter, luminescence, 24 h | Potency, µM (top dose mostly 9.22 µM), without a hit: at the highest dose activation, negative = inhibition, most hits filed as activators | 320,000 tested, 2.8% active | AID 485297, 2010; further: potency means the concentration at half of the fitted maximal effect; % of control where 0% means no effect; nearly all actives have a fitted effect of over 60% in size
#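 Steps: seed 1500 Huh7 Rab9-luc cells per well, rest 2 h at 37 °C; add compound in DMSO; incubate 24 h; add luciferase reagent, 10 min ambient; read luminescence.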
# uPA generation: qHTS for Inhibitors of Cell Surface uPA Generation | cell surface uPA generation assay, qHTS | Potency, µM (doses to about 38.3 µM), for the others: at the highest dose activity change, negative = inhibition, most hits filed as inhibitors | 330,000 tested, 0.31% active | AID 540303, 2011; active means well fitted inhibition curve with a large enough effect; inconclusive means small, poorly fitted or top-dose-only effect; inactive means no such curve, though single readings can be large or run the other way; tested in mouse RAW 264.7 cells; further: potency means the concentration at half of the fitted maximal effect; on the % scale 0 is the no-effect control and ±100 the full control effect; nearly all actives have a fitted effect of over 55% in size
# Giardia kill: Small Molecules that selectively kill Giardia lamblia: qHTS | Giardia lamblia trophozoite viability | activity change, % at 7.66 µM, hits read low | 340,000 tested, 0.15% active; in the data active means activity change below about -80%; inconclusive means between about -30% and that limit;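 further: parasites exposed to compound for two days anaerobically before the ATP read; on the % scale 0 is the no-effect control and ±100 the full control effect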
#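 Trophozoites 100 cells/well + cpd; 48 hrs, 37 deg C, anaerobic. ATPLite 1-Step added, 15-30 min RT, luminescence read (ATP-based viability).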
# KCNH2 3.1 inh: qHTS for Inhibitors of KCHN2 3.1: Mutant qHTS | Potassium voltage-gated channel subfamily H member 2, brain isoform KCNH2 3.1 (human) | U2OS KCNH2 3.1, thallium flux FluxOr; active compounds read low | activity change, % (tested at about 1.8 µM) | 340,000 tested, 0.95% active | AID 720553, 2013;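 active means maximum activity change below -70%; inconclusive means maximum activity change from -70% to -50%; inactive means maximum activity change above -50%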;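 further: thallium influx rate constant from kinetic fluorescence after stimulation buffer; on the % scale 0 is the no-effect control and ±100 the full control effect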
#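 U2OS cells transduced with KCNH2 3.1 mutant virus (1.77 x 10^8 /mL, 4 h), plated overnight at 37 C, loaded 45 min with FluxOr dye plus Red40 quencher. Thallium flux rate constant from kinetic reads after stimulation buffer, normalised to controls.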
# Starred values were filed as active, the others as inactive; ? = inconclusive; nt = not tested or not shown; & = joins results of further samples; [ ] = remark or other dose. Unless noted, the call rests on the fitted dose curve; in most records, active means well fitted curve in the direction sought with a large enough effect; inconclusive means small, poorly fitted or top-dose-only effect, or another doubt; inactive means no such curve, though single readings can be large; an effect the other way counts as inactive or inconclusive. Not a hit list; overall some 14% were active at least once.
SMILES,ELG1 genotoxic,Gal4-VP16 FLuc,Tb PFK block,NPC1 promoter act,Coupling enz,FLuc modulator,RORgamma inh,Rab9 prom act,uPA generation,Giardia kill,KCNH2 3.1 inh
Cc1ccc(C(=O)Nc2ccccc2C(=O)NC(CC(=O)O)C(=O)O)cc1 (stereo unspecified),5%,-7%,13%,17%,-8,15µM*,-6%,12%,-11%,-18,-1
CCOC(=O)c1c(NC(=O)CSc2nnc(-c3ccc(C)cc3)o2)sc(C(C)=O)c1C,-5%,4%,-3%,-4%,4,-16%,-16%,3%,10%,14,4
Cc1cc(C)c(C)c(C(=O)COC(=O)CNC(=O)CN2C(=O)c3ccccc3C2=O)c1C,1%,-3%,9%,-1%,1,1%,-11%,-2%,6%,28,4
Nc1nnc(CCCCCc2nnc(N)s2)s1,4%,1%,-5%,-5%,3,2%,-17%,1%,5%,11,-6
FC(F)(F)c1nnc2c(Sc3ccccc3)nc3ccc(Cl)cc3n12,-6%,4%,-3%,-33%[inhibitor],2,8%,-37%,-40%[inhibitor],-15%,5,-19
COCCn1cnnc1SCC(=O)Nc1ccccc1C(=O)Nc1ccc2c(c1)OCO2,22%,20%,1%,16%,-1,-1%,0%,28%,-1%,-7,-2
CCOc1ccc(Nc2nc(Cc3nnc(SCC(=O)NC4CCCCC4)n3C)cs2)cc1,1%,-1%,-1%,0%,4,-2%,-14%,-3%,-10%,-19,2
CC1CCC2(CC1)N=C(N)Nc1nc3ccccc3n12 (stereo unspecified),0%,-2%,-1%,3%,nt,2%,-16%,-2%,4%,6,6
COc1ccc(NC(=O)COC(=O)/C=C/c2cccs2)c(OC)c1,2%,nt,-2%,8%,nt,-2%,nt,3%,-8%,7,18
O=C1CCCN1CCCNc1ncnc2c1[nH]c1ccc(Cl)cc12,15%,nt,28%,-1%,-2,?,-11%[0.365 µM],6%,1%,11,-2
c1cc2c(cc1CN1CCN(C3CCCCCC3)CC1)OCO2,-4%,2%,0%,-3%,0,-1%,0%,-3%,6%,-28,-10
NC(=O)C1CC(=O)N(c2ccc(OCc3c(F)cccc3Cl)cc2)C1 (stereo unspecified),0%,-21%,1%,-6%,-2,-12%,-23%,1%,0%,3,7
COc1ccccc1OCc1ccc(C(=O)NCC2CCCO2)cc1 (stereo unspecified),0%,nt,-18%,2%,nt,2%,nt,2%,8%,-20,6
Cc1ccc(Nc2nc3ccccc3nc2Nc2c(C)n(C)n(-c3ccccc3)c2=O)cc1,-1%,-2%,-1%,-5%,0,5%,3%,-7%,9%,9,-43
CC(=O)c1cccc(NC(=O)COC(=O)c2n[nH]c3ccccc23)c1,-1%,-1%,-2%,-1%,1,?,?,3%,5%,3,-1
CN(C)C(CNC(=O)CCCOc1ccccc1)c1ccco1 (stereo unspecified),20%,3%,-4%,5%,2,-11%,39%,-2%,0%,12,1
Cc1ccc2[nH]c3c(=O)n(CC(=O)NCc4ccco4)ncc3c2c1,0%[9.26 µM],-6%,0%,-6%,-3,-1%&1%,-5%,-5%,2%,-16,11
O=C(CNS(=O)(=O)c1ccc(F)cc1)N1CCN(c2ccccc2)CC1,-3%,2%,-1%,2%,2,2%,41%,0%,5%,-9,2
Cc1ccc(OCC(=O)NCCO)c(Br)c1,7%,13%,-1%,0%,1,?,12%,26%,12%,-5,16
COc1ccc(CCNC(=O)c2c(C)nn(CC(C)C)c2Cl)cc1,-11%,-1%,-7%,1%,nt,-4%,31%,4%,-2%,9,-6
Cc1c(C(=O)Nc2ccc(N3CCOCC3)cc2)cccc1[N+](=O)[O-],-6%,17%,-7%,3%,1,3%,8%,-9%,-11%,-2,12
O=C(Nc1ccccn1)Nc1ccccc1[N+](=O)[O-],?,14%,12%,?,3,?,?,25%,-2%,-11,1
COc1ccccc1Oc1c(C)oc2c(CN(C)C)c(O)ccc2c1=O,0%,-6%,-12%,-1%,1,2%,-9%,0%,1%,27,-1
CSc1ccc(/C=C/C(=O)NC(=O)c2ccccc2O)cc1,9.2µM*,-12%[10 µM],3%,?,8,0.6µM*,6%,2.5µM*,11µM*,6,-8
Cc1ccc(-n2c(C)cc(/C=N/NC(=O)c3ccc(CN4CCOCC4)cc3)c2C)cc1,-7%,?,-7%,-3%,-2,15µM*,7.9µM*,-1%,nt,-1,-5

# (list continues)
SMILES,ELG1 genotoxic,Gal4-VP16 FLuc,Tb PFK block,NPC1 promoter act,Coupling enz,FLuc modulator,RORgamma inh,Rab9 prom act,uPA generation,Giardia kill,KCNH2 3.1 inh
O=C(NC1CCCc2ccccc21)c1cncc(Br)c1 (stereo unspecified),-13%,-9%,5%,1%,3,1%,-9%,-3%,-2%,6,-71*
CCOc1ccc(C(=O)COC(=O)CC)cc1,-1%,21%,2%,-2%,0,5.4µM*,25%,0%,-9%,35[activator],-3
CCN(CC)C(=O)CNC(=O)c1nn(-c2ccc(OC)c(Cl)c2)c(=O)c2ccccc12,-2%,7%,6%,2%,2,?,8%,3%,5%,1,4
Cc1nnn(-c2nonc2N)c1C(=O)N/N=C/c1ccccc1O,5%,2.8µM*,0%,-32%[inhibitor],1,-2%,1.3µM*,-33%[inhibitor],-6%,-13,-8
Cc1[nH]n(-c2ccccc2)c(=O)c1C(=O)c1cccc(F)c1,-7%,1%,-4%,4%,-2,?,-13%,1%,-28%,-4,-3
COc1ccc(NC(=O)COC(=O)C23CC4CC(CC(NC(C)=O)(C4)C2)C3)cc1S(=O)(=O)N1CCOCC1,1%,nt,0%,nt,nt,nt,nt,nt,-1%,15,-11
CC(=O)NC(CC(=O)Nc1nc(-c2ccccc2)c(C(C)=O)s1)c1ccccc1 (stereo unspecified),-2%,-3%,1%,-3%,-3,4%,12%,-5%,1%,-7,-1
CNC(=O)c1ccc(N(Cc2ccccc2)S(C)(=O)=O)cc1,-2%,-1%,2%,14%,11,-4%,8%,-2%,3%,4,-3
CCOC(=O)c1c(-c2ccc(C)cc2)csc1NC(=O)c1ccc(N2C(=O)CCC2=O)cc1,-3%,11%,7%,-5%,-1,2%,27%,0%,9%,-18,0
O=C(NCCCN1CCCCC1)c1ccc2c(c1)NC(=O)C(N1CCOCC1)S2 (stereo unspecified),-1%,-2%,10%,1%,3,3%,2%,-5%,nt,3,2
CCCNC(=O)NCCc1c(C)[nH]c2ccccc12,1%,-1%,-4%,0%,-1,0%,0%,-14%,8%,-23,7
COc1ccc(N2CCN(C(=O)CCC(=O)N3Cc4ccccc4Oc4ncccc43)CC2)cc1,-1%,-2%,-3%,0%,0,1%,-5%,-1%,1%,-15,26
COc1ccc(C(=O)NCc2ccc(-n3cccc3)cc2)cc1OC,-8%,-5%,0%,-6%,1,-4%,-12%,-2%,5%,-11,0
COc1cccc(CC2(CO)CCN(Cc3cn(C)nc3C)CC2)c1,-4%,-10%,2%,-8%,-3,2%,0%,1%,0%,-1,4

# Compound profiles (already shown). Values in the order: ELG1 genotoxic | Gal4-VP16 FLuc | Tb PFK block | NPC1 promoter act | Coupling enz | FLuc modulator | RORgamma inh | Rab9 prom act | uPA generation | Giardia kill | KCNH2 3.1 inh
# Record of CCOc1ccc(C(=O)COC(=O)CC)cc1 → -1% | 21% | 2% | -2% | 0 | 5.4µM* | 25% | 0% | -9% | 35[activator] | -3
# Record of CC(=O)NC(CC(=O)Nc1nc(-c2ccccc2)c(C(C)=O)s1)c1ccccc1 (stereo unspecified) → -2% | -3% | 1% | -3% | -3 | 4% | 12% | -5% | 1% | -7 | -1
# Record of COc1ccc(N2CCN(C(=O)CCC(=O)N3Cc4ccccc4Oc4ncccc43)CC2)cc1 → -1% | -2% | -3% | 0% | 0 | 1% | -5% | -1% | 1% | -15 | 26

# Assay outcomes: PubChem, National Center for Advancing Translational Sciences (NCATS)
